Screens from PubChem.
Growth percent in the NCI-60 one-dose screen (48 h, 10 µM unless noted): 100 = growth as untreated, 0 = no growth, -100 = all killed.
OVCAR-8 – OVCAR-8 ovarian cancer | actives 4.4% (n = 81,000) | AID 1794782
SK-OV-3 – SK-OV-3 ovarian cancer cells | actives 3.2% (n = 80,000) | AID 1794785
DU-145 – DU-145 prostate cancer; AID 1794760; actives 4.2% (n = 81,000)
PC-3 – PC-3 prostate cancer cells. AID 1794754. actives 3.9% (n = 80,000)
OVCAR-5 – OVCAR-5 ovarian cancer; actives 2.9% (n = 82,000); AID 1794783
OVCAR-4 – OVCAR-4 ovarian cancer cells; AID 1794784; actives 3.7% (n = 80,000)
U251 – U251 CNS tumor cells; actives 5.4% (n = 80,000); AID 1794753
OVCAR-3 – OVCAR-3 ovarian cancer; actives 7% (n = 79,000); AID 1794787
SF-295 – SF-295 CNS cancer cells | actives 5.6% (n = 79,000) | AID 1794758
* marks the source's active call; other numbers are inactive results; . = not tested or not shown; & = joins results of further samples; [ ] = remark or other dose. How the source made its calls: active means growth percent below 10; inactive means the rest.

SMILES | OVCAR-8 | SK-OV-3 | DU-145 | PC-3 | OVCAR-5 | OVCAR-4 | U251 | OVCAR-3 | SF-295
CCOC(=O)CC(CC(=O)OCC)(OC(C)=O)C(=O)OCC | 102 | 105 | 110 | 100 | 104 | 105 | 94 | 114 | .
COc1ccc(C(=O)C/C(=C\c2cc(OC)c(OC)c(OC)c2)C(=O)NCc2ccccc2)cc1 | 85 | 88 | 107 | 85 | 102 | 97 | 81 | 102 | 98
COC(=O)CNC(=O)C1CSC2(C(=O)N(C)c3ccccc32)N1C(=O)C1CCCCC1 (stereo not given) | 95 | 114 | 96 | 100 | 93 | 94 | 98 | 93 | 100
CCOC(=O)C1=C(C)NC(=O)NC1c1c(Cl)n(C)c2ccccc12 (stereo not given) | 104 | 104 | 107 | 99 | 98 | 108 | 105 | 108 | 99
COC(=O)C1C(OC)=CC(=O)C2CCCCC21 (stereo not given) | 105 | 102 | 111 | 96 | 102 | 93 | . | 112 | 97
Cn1c(=O)c2c(nc(CO)n2C)n(C)c1=O | 100 | 101 | 106 | 95 | 104 | 114 | 98 | 110 | 106
CCN(CC)CCCC(C)Nc1cc(-c2cccc(OC(F)(F)F)c2)nc2ccc(N3CCCC3)cc12 (stereo not given) | -5.8* | 82 | 37 | 14 | 31 | 35 | -58* | 0.6* | 28
C=C(C)[C@@H]1CC[C@]2(C(=O)N3CCN(C)CC3)CC[C@]3(C)[C@H](CC[C@@H]4[C@@]5(C)Cc6c([nH]c7ccccc67)C(C)(C)[C@@H]5CC[C@]43C)[C@@H]12 | 89 | 103 | 80 | 70 | 99 | 86 | 82 | 87 | 99
Nc1cccc(/C=C/c2ccncc2)c1 | 107 | 113 | 117 | . | 102 | 103 | 97 | 120 | 99
Cc1c2cccnc2c(C)c2c1c1ccccc1n2C | 64 | 87 | 51 | 76 | 87 | 80 | 75 | 88 | 58
COc1cccc(/C(C)=N/NC(=O)CSc2nc3ccccc3c(=O)n2Cc2ccc(S(N)(=O)=O)cc2)c1 | 91 | 111 | 103 | 106 | 88 | 103 | 80 | 109 | 96
CCCCCn1cnc2c(=S)nc(N)[nH]c21 | 99 | 106 | 98 | 95 | 104 | 118 | 102 | 105 | 116
COc1ccc(CCN2C(=O)/C(=C/c3ccc(C4Oc5ccccc5C5CC(c6ccc(C)cc6)=NN54)cc3)SC2=S)cc1 (stereo not given) | 95 | 105 | 105 | . | 102 | 100 | 100 | 105 | 101
Cc1cccc(C)c1[C@@H]1C[C@@](C)(O)[C@H]2CC[C@H](C)C[C@@H]2O1 | 100 | 97 | 108 | 99 | 88 | 108 | 105 | 106 | 106
COc1ccccc1/C=C/C(=O)/C=C/c1ccccc1O | 2.9* | 89 | -31* | . | -35* | 13 | -79* | -41* | -37*

Among those listed so far, these contain a carbonyl joined to an NH by a bond outside any ring:
SMILES | OVCAR-8 | SK-OV-3 | DU-145 | PC-3 | OVCAR-5 | OVCAR-4 | U251 | OVCAR-3 | SF-295
COc1ccc(C(=O)C/C(=C\c2cc(OC)c(OC)c(OC)c2)C(=O)NCc2ccccc2)cc1 | 85 | 88 | 107 | 85 | 102 | 97 | 81 | 102 | 98
COC(=O)CNC(=O)C1CSC2(C(=O)N(C)c3ccccc32)N1C(=O)C1CCCCC1 (stereo not given) | 95 | 114 | 96 | 100 | 93 | 94 | 98 | 93 | 100
COc1cccc(/C(C)=N/NC(=O)CSc2nc3ccccc3c(=O)n2Cc2ccc(S(N)(=O)=O)cc2)c1 | 91 | 111 | 103 | 106 | 88 | 103 | 80 | 109 | 96

The list goes on.
SMILES | OVCAR-8 | SK-OV-3 | DU-145 | PC-3 | OVCAR-5 | OVCAR-4 | U251 | OVCAR-3 | SF-295
CC1=CCC(OC(=O)C(C)(C)CCC(O)(C(=O)OC2(C(C)C)CCC3(C)OC3C2)C(C)C)(C(C)C)CC1 (stereo not given) | -42* | -92* | -96* | . | -78* | -84* | -99* | -97* | -92*
Fc1ccccc1-n1c(SCCc2c[nH]c3ccccc23)nnc1-c1ccncc1 | 92 | 104 | 103 | 76 | 98 | 85 | 91 | . | 78
Nc1nc(N)c2c(n1)NC(c1cccc(Nc3ccnc4cc(C(F)(F)F)ccc34)c1)CC(c1ccc(Cl)cc1)=N2 (stereo not given) | 62 | 65 | 69 | 32 | 105 | 60 | 37 | 27 | 48
CCCN1CN2C(=O)N3CN(CCC)CN4C(=S)N(C1)C2C34 (stereo not given) | 108 | 86 | 101 | 92 | 95 | 103 | 97 | 103 | 94
Cc1cc2c(c(C)c1Cl)C(=O)/C(=C/c1ccc(N(C)C)cc1)O2 | 97 | . | 111 | 97 | 100 | 88 | 95 | 99 | 100
COc1cc(CNC(=O)/C=C/C=C/c2ccc3c(c2)OCO3)ccc1OCc1cn(-c2ccccc2)nn1 | 77 | 96 | 94 | 83 | 105 | 13 | 97 | 92 | 94
S=C(Nc1ccccc1)Nc1nnc2c3c4c(sc3ncn12)CCCC4 | 99 | 87 | 108 | 78 | 99 | 114 | 102 | 108 | 102
COc1ccc(C=C(C(=O)O)C(=O)O)cc1 | 105 | 105 | 108 | 96 | 109 | 102 | . | 111 | 100
COC(=O)c1cc(C(=O)C(=O)O)ccc1O | 107 | 107 | 113 | 96 | 104 | 106 | 101 | 107 | 110
N#Cc1c(Nc2ccc(Cl)cc2)nc2n(c1=O)-c1ccccc1Sc1ccccc1-2 | 73 | 95 | 84 | 54 | 114 | 58 | 79 | 68 | 73
COc1ccc2c(c1)OC(N)=C(C#N)C2c1cc(OC)c(OC)c(OC)c1 (stereo not given) | 15 | 50 | -19* | 20 | 39 | 40 | 6.7* | -40* | 5.0*
Cc1ccc(S(=O)(=O)NC(=O)NC2C(O)OC(CO)C(O)C2O)cc1 (stereo not given) | 106 | 111 | 110 | 100 | 104 | 110 | 112 | 106 | 103
Cc1ccc(C(=O)c2ccc(CC(=O)N/N=C/c3ccc4c(c3)OCO4)n2C)cc1 | 99 | 103 | 112 | 103 | 99 | 94 | 97 | 112 | 98
N#C/C(=C/c1ccc([N+](=O)[O-])cc1)n1nnc2cc(F)c(F)cc21 | 38 | 116 | 54 | 53 | 108 | 87 | 59 | 31 | 91
O=S1(=O)CCN(Cc2ccccc2)CC1 | 111 | 101 | 103 | 101 | 96 | 107 | 104 | 105 | 97

Compound profiles, from the list above. Screens in order: OVCAR-8 | SK-OV-3 | DU-145 | PC-3 | OVCAR-5 | OVCAR-4 | U251 | OVCAR-3 | SF-295
CCCN1CN2C(=O)N3CN(CCC)CN4C(=S)N(C1)C2C34 (stereo not given) in the list: 108 | 86 | 101 | 92 | 95 | 103 | 97 | 103 | 94
Cn1c(=O)c2c(nc(CO)n2C)n(C)c1=O in the list: 100 | 101 | 106 | 95 | 104 | 114 | 98 | 110 | 106
CCOC(=O)CC(CC(=O)OCC)(OC(C)=O)C(=O)OCC in the list: 102 | 105 | 110 | 100 | 104 | 105 | 94 | 114 | .

Next records
SMILES | OVCAR-8 | SK-OV-3 | DU-145 | PC-3 | OVCAR-5 | OVCAR-4 | U251 | OVCAR-3 | SF-295
COc1ccccc1NC(=O)C1CCC(=O)N1c1ccc(F)cc1 (stereo not given) | 102 | 100 | 112 | 102 | 98 | 99 | 100 | 101 | 102
O=C(c1ccc(Br)cc1)C(Br)C(c1ccc(Cl)cc1)C(c1ccccc1)[N+](=O)[O-] (stereo not given) | 95 | 99 | 98 | 76 | 108 | 81 | 97 | 94 | 95
COc1cc(OC)c(NC(=O)C(Sc2nc(C)cc(C)c2C#N)c2ccccc2)cc1Cl (stereo not given) | 89 | 85 | 102 | 102 | 106 | 105 | 87 | 113 | .
Cc1ccc(Nc2c(O)nc[nH]c2=O)cc1C | 90&106 | 107&98 | 104&122 | 101&101 | 106&111 | 110 | 84&99 | 110&123 | 103&111
Oc1c(Br)cc(CNC2CCCCC2)cc1Br | 101 | 103 | 125 | . | 104 | 101 | 111 | 116 | 107
C[C@]12CC[C@@H]3c4ccc(OS(=O)(=O)O)cc4CC[C@H]3[C@@H]1CC[C@@H]2NS(=O)(=O)c1ccc(-c2ccccc2)cc1 | 68 | 92 | 75 | 41 | 113 | 67 | . | 53 | .
O=C(N=c1oc2ccccc2cc1-c1cc2ccccc2[nH]1)Nc1ccc(Cl)cc1 | 100 | 89 | 99 | 87 | 101 | 92 | 104 | 103 | 111
O=C(c1ccc(Br)cc1)C1C(c2ccccc2)C2CCCN2C12C(=O)Nc1ccccc12 (stereo not given) | 69 | 79 | 78 | 35 | 86 | 65 | 68 | 72 | 60
CN1c2ccccc2[C@@]23CCC[C@@]12Nc1ccccc1C3 | 105 | 101 | 115 | 100 | 102 | 101 | 106 | 114 | 109
Cc1ccc(C)c(C2=NN(c3ccc(S(=O)(=O)NC(=O)NCc4ccccc4)cc3)C(c3ccccc3Cl)C2)c1 (stereo not given) | 74 | 86 | 99 | 38 | 99 | 61 | 68 | 86 | 47
N#Cc1c2ncccc2c2nnc3ccccc3n12 | 99 | 121 | 98 | 138 | 107 | 102 | 110 | 105 | 129
COc1ccc(NC(=O)Nc2ccc(-c3cccnc3)cc2N2CCC(CO)CC2)cc1 | 79 | 72 | 55 | 84 | 50 | 74 | 33 | 40 | 32
CCN(CC)CCOC(=O)c1ccc(NC(=O)OCCCCCCCCCCOC(=O)Nc2ccc(C(=O)OCCN(CC)CC)cc2)cc1 | 83 | 93 | 114 | 97 | 90 | 103 | 110 | 105 | 94
CC1(C(=O)OCc2ccccc2)C(=O)C2=C(CCCC2)N1c1ccc(F)cc1 (stereo not given) | 96 | 76 | 107 | 76 | 98 | 96 | 92 | 101 | 99
FC(F)(F)c1ccc(Nc2nnnc3ccccc23)cc1 | 83 | 94 | 71 | 55 | 95 | . | 87 | 52 | 24
CC(C)OCc1cc(Cl)ccc1O | 90 | 98 | 103 | 83 | 98 | 93 | 72 | 91 | 96
S=C1CCCCN1 | 97 | 98 | 107 | 94 | 97 | 117 | 100 | 109 | 114
CC1=NN=C(N2N=C(c3cc4ccccc4o3)CC2c2c[nH]c3ccccc23)SC1 (stereo not given) | 97 | 90 | 101 | 91 | 96 | 100 | 105 | 98 | 100
CCCCCCCC1CCC(=O)O1 (stereo not given) | 101 | 112 | 117 | 98 | 99 | 119 | 94 | 110 | 73
CS(=O)(=O)c1ccc(C(=N)N)cc1 | 108 | 109 | 114 | 98 | 101 | . | 100 | 115 | .
Cc1nc2ccc(Cl)cn2c1-c1nnc(SCc2ccc(C#N)cc2)o1 | 91 | . | 119 | 99 | 110 | 79 | 94 | 112 | 99
CS(=O)(=O)Nc1cccc(-n2cnc3cc(-c4ccc(O)cc4)ccc32)c1 | 31 | 36 | 29 | 46 | 56 | 67 | 26 | 31 | 32
COc1cccc(OC)c1-c1nnn(C)c1C(=O)N1CCN(c2ccc([N+](=O)[O-])cc2Cl)CC1 | 98 | 122 | 113 | 77 | 103 | 104 | 108 | 112 | 97
CCCCNC(c1ccc(N(CC)CC)cc1)C(Br)(Br)Br (stereo not given) | 108 | 93 | 100 | 89 | 115 | 104 | 101 | 101 | 95
CC(=O)N1N=C(c2ccc(Nc3nc(Nc4ccc(F)cc4)nc(Nc4ccc(Cl)cc4)n3)cc2)CC1c1ccc(N(C)C)cc1 (stereo not given) | 40 | 85 | 5.7* | 22 | 66 | 48 | 54 | 64 | 1.6*
CNC(=O)c1cc(-n2ccc3cc(NC(=O)c4ccccc4)ccc32)ccn1 | 91 | 107 | 91 | 88 | 99 | 93 | 90 | 104 | 89
COc1ccc(-c2cc(NC(=O)Nc3cccc(C(F)(F)F)c3)no2)cc1 | 100 | 96 | 109 | 104 | 98 | 103 | . | 108 | 102
CN(C)CCC(=O)c1ccc([N+](=O)[O-])cc1 | 110 | 100 | 108 | 94 | 102 | 100 | 105 | 110 | 103
COc1ccc(/C=C2\C=C(c3nc4ccccc4s3)NC2=O)cc1 | 99 | 106 | 108 | 95 | 105 | 99 | 100 | 111 | 107
CC(=O)Nc1cccc(C(=O)NC(=S)Nc2ccc(C(=O)O)cc2)c1 | 104[100 µM] | 107[100 µM] | 116[100 µM] | 101[100 µM] | 116[100 µM] | 105[100 µM] | 103[100 µM] | 118[100 µM] | 110[100 µM]
O=C(C/C(=N\C(=S)Nc1cc(C(F)(F)F)ccc1Cl)NO)N1CCCC1 | 102 | 102 | 109 | 97 | 103 | 114 | 106 | 104 | 115
CC(=O)c1ccc(CCCc2ccc(C(C)=O)cc2)cc1 | 97 | 101 | 121 | 85 | 102 | 88 | 92 | 122 | 115
CCOC(=O)C1=C(N)N(c2ccc(Cl)cc2)C2=C(C(=O)CC(C)(C)C2)C1c1ccccc1OC (stereo not given) | 88 | 90 | 91 | 32 | 85 | 42 | 72 | 81 | 59
C(=C\c1nnc(-c2cc(-c3ccccc3)n[nH]2)o1)/c1ccc2c(c1)OCO2 | 105 | 90 | 110 | 87 | 101 | 102 | 104 | 107 | 95
C/C(=N\NC(=O)CSc1nc2ccccc2c(=O)n1Cc1ccc(S(N)(=O)=O)cc1)c1ccc(F)cc1 | 101 | 111 | 111 | 102 | 96 | 100 | 103 | 115 | 102
O=C(OCCCCOC(=O)n1cnc2ccccc21)n1cnc2ccccc21 | 100 | 99 | 105 | 92 | 103 | 105 | 99 | 108 | 98
CC(C)(C)C1CCC(O)(Cc2ccccc2)CC1 (stereo not given) | 111 | 94 | 112 | 104 | 114 | 111 | 101 | 100 | 105
